# Compound activity from PubChem.
# APJ ag – activates the human apelin receptor APJ | CHO-K1 APJ PathHunter beta-arrestin, luminescence; 0% DMSO wells, 100% apelin | activation, % at 20 µM | hit rate 0.11% among 330,000;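 active = activation more than six SD over the plate average, tested at 20 µM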;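 note: 0% = DMSO alone and 100% = apelin-13 at 10 nM; some results filed as inactive read as strong as hits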
# Target sequence (P35414 whole entry, looked up): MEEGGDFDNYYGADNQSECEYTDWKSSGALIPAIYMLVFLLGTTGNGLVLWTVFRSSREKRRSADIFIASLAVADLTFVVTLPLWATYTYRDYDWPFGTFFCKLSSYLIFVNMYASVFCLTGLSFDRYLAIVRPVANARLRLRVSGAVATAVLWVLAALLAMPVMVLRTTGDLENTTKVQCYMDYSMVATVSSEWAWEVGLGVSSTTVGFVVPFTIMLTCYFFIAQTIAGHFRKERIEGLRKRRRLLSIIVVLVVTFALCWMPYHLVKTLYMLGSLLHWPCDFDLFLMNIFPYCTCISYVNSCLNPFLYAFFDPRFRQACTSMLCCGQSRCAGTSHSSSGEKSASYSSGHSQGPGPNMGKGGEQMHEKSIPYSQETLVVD
#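 Material: CHO-K1 APJ beta-arrestin complementation cell line; Input: cell density 1000 per well; Incubation: compound stimulation 90 min at 25 °C, detection 60 min; Signal: luminescence from split beta-galactosidase complementation, Galacton Star/Emerald II substrate; Controls: DMSO-only wells as negative, 10 nM Apelin-13 as positive control.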
# CCR6 antagonist – CCR6 (human) receptor antagonism | P51684 | CHO-K1 CCR6 PathHunter beta-arrestin, luminescence, CCL20-stimulated | inhibition, % at 20 µM | hit rate 0.49% among 340,000;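 active = compounds whose inhibition of the agonist-driven luminescence signal at 20 µM reaches about 50%, limit read from the data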;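 note: cells stimulated with CCL20 at 14 nM final; plate controls were DMSO with CCL20 for no effect and DMSO without agonist for full effect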
# UBC13 polyUb – blocks human UBC13 polyubiquitin chain formation. inhibition, % at 20 µM. hit rate 0.47% among 330,000. P61088. TR-FRET; in the data active = inhibition above about 45%, passing the limit was not always enough
# Gli-Sufu block – antagonists of Gli-Sufu signaling; Sufu-KO-LIGHT fibroblasts, Gli luciferase reporter luminescence; inhibition, % at 5 µM; hit rate 0.74% among 340,000; AID 588413;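 active = inhibition above about 55%, limit read from the data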;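 note: 0% = DMSO-treated cells and 100% = wells with medium but no cells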
# EBI2 antag – EBI2 (human) antagonism; EBI2 beta-arrestin recruitment, luminescence, 7a,25-OHC stimulated; hit rate 0.81% among 360,000; P32249; AID 651636; inhibition, % at 5 µM; in the data active = inhibition above about 38%;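 note: enzyme fragment complementation signal reports receptor beta-arrestin coupling in cells; 0% = agonist plus DMSO wells and 100% = wells without agonist; some results beyond the cut were filed as inactive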
# ATG4B inh – blocks human ATG4B protease cleavage of LC3 substrate. ATG4B cleavage of LC3-PLA2, NBD-HPC fluorescence, 1 h. hit rate 0.51% among 340,000. AID 504462. inhibition, % at 8.33 µM. Q9Y4P1; in the data active = inhibition above about 40%
# Target sequence (Q9Y4P1 whole entry, looked up): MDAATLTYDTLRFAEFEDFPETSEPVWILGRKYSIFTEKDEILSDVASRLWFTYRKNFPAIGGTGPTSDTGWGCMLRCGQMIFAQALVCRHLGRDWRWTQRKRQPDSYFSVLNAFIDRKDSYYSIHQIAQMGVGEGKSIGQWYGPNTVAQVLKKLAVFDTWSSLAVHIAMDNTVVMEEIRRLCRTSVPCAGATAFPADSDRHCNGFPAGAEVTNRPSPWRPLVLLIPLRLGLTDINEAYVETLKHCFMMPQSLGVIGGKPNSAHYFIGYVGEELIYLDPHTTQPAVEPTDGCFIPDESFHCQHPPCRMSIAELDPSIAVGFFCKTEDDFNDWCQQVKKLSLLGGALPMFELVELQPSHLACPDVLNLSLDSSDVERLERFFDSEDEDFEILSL
# CXCR6 block – inhibitors of human CXCR6 receptor; CHO-K1 PathHunter CXCR6 beta-arrestin, luminescence; AID 602244; inhibition, % at 20 µM; O00574; hit rate 0.36% among 360,000; in the data active = inhibition above about 34%, passing the limit was not always enough;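 note: antagonist mode with CXCL16 agonist at 10 nM final; 0% = 10 nM CXCL16 with DMSO and 100% = unstimulated wells without agonist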
# Target sequence (O00574 whole entry, looked up): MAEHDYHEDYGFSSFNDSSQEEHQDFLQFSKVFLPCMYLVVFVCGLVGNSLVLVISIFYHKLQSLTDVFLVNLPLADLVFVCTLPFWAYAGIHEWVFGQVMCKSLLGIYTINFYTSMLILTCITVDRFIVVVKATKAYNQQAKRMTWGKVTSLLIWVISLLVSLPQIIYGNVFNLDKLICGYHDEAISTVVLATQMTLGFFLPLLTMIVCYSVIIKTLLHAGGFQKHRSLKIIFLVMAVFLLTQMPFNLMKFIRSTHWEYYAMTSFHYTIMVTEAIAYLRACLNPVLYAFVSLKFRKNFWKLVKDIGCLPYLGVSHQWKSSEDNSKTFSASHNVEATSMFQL
# APJ antagonist – blocks the human apelin receptor APJ; inhibition, % at 20 µM; hit rate 0.32% among 330,000; AID 2521; P35414; CHO-K1 APJ beta-arrestin complementation, luminescence;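 active = inhibition above about 40% at 20 µM, limit read from the data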;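 note: cells challenged with 10 nM apelin-13 agonist together with compound; plate controls were apelin-13 plus DMSO wells for no effect and DMSO wells lacking apelin-13 for full effect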
# * = called active by the depositor; . = no result given.
SMILES,APJ ag,CCR6 antagonist,UBC13 polyUb,Gli-Sufu block,EBI2 antag,ATG4B inh,CXCR6 block,APJ antagonist
COc1ccc(Cl)cc1NC(=O)CCn1c(=O)oc2ccccc21,-1,2,9,4,2,0,3,-1
CCC(C)c1ccc2oc(-c3ccc(NC(=O)Cn4cnc5c(=O)n(C)c(=O)n(C)c54)cc3)nc2c1 (configuration not stated),1,8,8,-4,32,-8,2,4
CN(C(=O)CN1C(=O)S/C(=C\c2ccccc2)C1=O)C1CCS(=O)(=O)C1 (configuration not stated),0,12,-10,5,-13,3,-8,24
O=C(CC(NS(=O)(=O)c1ccc(Cl)cc1)c1ccco1)N1CCc2ccccc21 (configuration not stated),-6,16,5,2,3,-12,2,-9
CCc1cc(SC#N)cc(C)c1N,-10,11,-2,2,4,-1,9,26
CC(C)c1ccc(NC(=O)C2C3C=CC4(O3)C2C(=O)N(CCN2CCOCC2)C4C(=O)NC2CCCCC2)cc1 (configuration not stated),3,-9,-1,3,-5,-6,-1,11
Cc1cc(C)cc(CSCC(=O)NN=C2CCCCCC2)c1,-2,-12,-6,-3,-12,-4,5,5
Cc1ccc(NCN2C(=O)c3ccccc3C2=O)c(C)c1,2,-3,0,11,-4,4,-3,14
O=c1c2ccccc2c(-c2ccc(Br)cc2)nn1Cc1ccccc1,-3,20,-5,4,-11,8,6,-3
CN(C)C(=O)N1CCCC(C(=O)NCc2cccs2)C1 (configuration not stated),2,6,8,-4,-4,1,0,8
Cc1ccc(S(=O)(=O)CCC(=O)N2CCN(c3ccccc3O)CC2)cc1,-2,20,2,-11,0,-8,-8,-13
COC(=O)c1cc(C#N)c(OC)nc1C,-1,-4,-11,3,2,-5,4,-3
CC(C)c1ccc(NC(=O)[C@H](NC(=O)[C@@H]2Cc3ccccc3CN2)c2ccccc2)cc1,-4,1,9,-6,-3,11,13,-6
N#Cc1cc(-c2ccccc2)nnc1Sc1ccccc1,-3,2,-7,-22,2,8,0,-16
O=C(Nc1ccccc1-c1ccccc1)c1cccc([N+](=O)[O-])c1,-5,8,-2,-15,-11,3,2,-3
O=c1[nH]c(-[n+]2ccc3ccccc3c2)c(/C=N/N=C(\[O-])c2ccccc2)s1,-6,25,-47,-11,-17,2,6,29
CCNS(=O)(=O)c1ccc(CCC(=O)N2CCOCC2)cc1,-1,-1,0,1,1,-3,-3,13
COc1ccc(C2C(C#N)=C(C)NC(C)=C2C(=O)OC(C)C)c(OC)c1 (configuration not stated),-5,6,16,18,6,4,3,3
Cc1ccc(NC(=O)COc2coc(CN3CCc4ccccc4C3)cc2=O)c(C)c1,9,6,-4,0,-3,-1,2,4
Cc1ccc(NC(=O)/C=C/c2cccc([N+](=O)[O-])c2)nc1,1,3,-12,-22,-2,-8,4,-13
CC(=O)c1ccc(NC(=S)NCCCN2CCOCC2)cc1,-2,-1,-8,-8,6,2,1,2
CC(C)c1ccc(C(=O)Nc2cccnc2)cc1,-1,6,-4,-17,7,7,-10,8
Cc1cccc(-n2c(O)c(/C=N/NC(=O)c3ccccc3Cl)c3ccccc3c2=O)n1,-3,21,-5,5,-2,7,4,15
O=S(Cc1ccc(Cl)cc1)CC(O)(c1ccccc1)c1ccccc1 (configuration not stated),-3,7,2,0,-2,6,4,6
COc1ccccc1NC(=O)COC(=O)c1c(C)nn(-c2ccccc2)c1C,-3,-3,25,-30,8,-46,-13,5
# The results go on.
SMILES,APJ ag,CCR6 antagonist,UBC13 polyUb,Gli-Sufu block,EBI2 antag,ATG4B inh,CXCR6 block,APJ antagonist
O=C(CO/N=C1\CCCc2nonc21)Nc1ccccc1Cl,1,5,0,-5,-7,-1,-4,3
N#Cc1c(NC(=O)CSc2ccccn2)oc(-c2ccccc2)c1-c1ccccc1,-2,19,-5,5,0,8,6,12
CC1Cc2ccccc2N1C(=O)CNCCCN(C)C (configuration not stated),-3,-5,7,-11,-2,0,4,-24
Cc1c(C(=O)Nc2cccc([N+](=O)[O-])c2)cnn1-c1ccccc1,-2,19,3,.,13,0,8,13
Cc1c(C)c(C)c(S(=O)(=O)N2CCC3(CC2)OCCO3)c(C)c1C,-1,0,9,0,-1,0,-11,13
O=[N+]([O-])c1ccc(NCc2ccncc2)cc1,-2,6,-10,4,-7,5,10,-17
CSCCC(NC(=O)c1ccc(Cl)cc1Cl)C(=O)OCC(N)=O (configuration not stated),-1,11,0,-7,5,-3,7,10
Cc1csc(NC(=O)CSc2nsc(SCC(=O)Nc3nc(C)cs3)c2C#N)n1,-4,23,4,-10,15,21,0,10
COc1ccc(-c2nn(-c3ccccc3)cc2C(=O)Nc2nccs2)cc1,3,-9,-3,-2,1,-3,-2,-6
CCn1nc(NC(=O)C2CCCO2)c2cc3cccc(C)c3nc21 (configuration not stated),-6,0,7,3,-10,5,-6,-24
Cc1ccccc1OCC(=O)Nc1ccccc1N1CCOCC1,6,20,-1,-5,19,24,-2,-8
CCOC(=O)C(=O)/C(C#N)=C/Nc1ccc(F)cc1,1,15,-7,-5,-12,4,-3,-4
O=C(CN1C(=O)c2ccccc2C1=O)Nc1ccc(N2CCOCC2)cc1,1,-1,-6,2,0,-2,-6,6
O=C(CSc1nc2ccsc2c(=O)n1CC1CCC(C(=O)O)CC1)c1ccc(Cl)cc1 (configuration not stated),-1,12,-19,4,-2,6,-3,0
CCN(CC)C(=O)CSc1nnc(-c2ccc(S(=O)(=O)N3CCCC3)cc2)o1,1,-22,0,-3,-7,1,-4,-3
CCOc1ccc(CCNC(=O)c2cc3c(C)nccc3[nH]c2=O)cc1OCC,4,5,10,5,-2,-3,2,-1
COc1ccc(C(=O)NC2CCN(Cc3c(F)cccc3Cl)CC2)cc1OC,-2,8,-4,-4,-7,0,-5,7
C=CCOc1ccc(/C=C/C(=O)OCC(=O)NCCC2=CCCCC2)cc1,-2,2,4,-4,-6,2,13,9
CC1CCN(S(=O)(=O)c2ccc3c(c2)N(CC(=O)NCCCN2CCCC(C)C2)C(=O)CO3)CC1 (configuration not stated),-4,21,-6,6,-4,-5,4,-1
O=C(NCCCN1CCOCC1)c1cc2c(s1)CCC2,4,-13,2,-13,-8,-12,4,-2
S=c1sc(SCCOc2ccccc2)nn1-c1ccccc1,1,23,12,-2,3,5,-3,-4
Cc1ccc2c(c1)nnn2C1CCN(C(=O)Nc2ccccc2C)CC1,-3,-15,-1,1,-6,-6,-3,-6
CCOC(=O)C1CCN(C(=O)c2ccccc2NS(=O)(=O)c2ccc(C)cc2)CC1,6,14,-11,2,-8,2,-9,15
COc1ccccc1OCC(=O)NC1CCSc2ccccc21 (configuration not stated),-1,-8,5,9,7,0,4,22
COc1cccc(C(O)CC(N)=O)c1 (configuration not stated),0,-3,2,-4,-2,-2,-6,-14

# In the list so far, these contain fluorine.
SMILES,APJ ag,CCR6 antagonist,UBC13 polyUb,Gli-Sufu block,EBI2 antag,ATG4B inh,CXCR6 block,APJ antagonist
CCOC(=O)C(=O)/C(C#N)=C/Nc1ccc(F)cc1,1,15,-7,-5,-12,4,-3,-4
COc1ccc(C(=O)NC2CCN(Cc3c(F)cccc3Cl)CC2)cc1OC,-2,8,-4,-4,-7,0,-5,7

# Next compounds.
SMILES,APJ ag,CCR6 antagonist,UBC13 polyUb,Gli-Sufu block,EBI2 antag,ATG4B inh,CXCR6 block,APJ antagonist
Cc1c(NC2=NC3(CCCCC3)Cc3ccccc32)c(=O)n(C)n1-c1ccccc1,-2,-1,-2,7,-8,-7,13,-7
COC(=O)C(=C/C(C)=C/c1cccnc1)C(=O)OC,-3,15,2,26,-26,0,24,12
CCN(CC)CCN(Cc1cc2ccc(C)c(C)c2[nH]c1=O)C(=S)NCc1ccco1,-3,18,12,30,11,6,14,-1
CSc1ccc(CNc2ccc(C)cc2)cc1,0,2,0,-23,0,7,-4,-5
COC(=O)c1ccccc1NS(=O)(=O)c1ccc(Cl)nc1,1,-9,1,14,-2,-10,2,4
O=C(Cc1ccccc1)NC(=S)Nc1cccc(C(F)(F)F)c1,0,23,-8,7,8,11,-7,-4
O=C(Cn1c(=O)oc2ccccc21)Nc1nc(-c2ccc(Br)cc2)cs1,6,8,-13,0,-3,40,9,-6
CN(C(=S)Oc1ccc(C(=O)Nc2ccccc2)cc1)c1ccccc1,-3,8,1,1,-1,-4,-5,-17
CCOC(=O)c1c(NC(=O)CSc2nnnn2-c2ccccc2OCC)sc2c1CC(C)(C)NC2(C)C,-3,34,13,39,-3,-9,15,15
O=c1c(O)c(-c2ccc(O)c(O)c2)oc2cc(O)ccc12,.,14,.,-11,-1,-26,-4,.
Cc1cc(Nc2cccc(C)c2C)n2ncnc2n1,-3,-5,-7,11,-7,-2,-1,-3
CCOC(=O)/C=C/C(=O)Nc1ccc(S(=O)(=O)Nc2nccs2)cc1,-3,8,-2,2,-2,3,1,13
O=C(COc1nnc2ccccn12)N1CCN(S(=O)(=O)c2ccccc2)CC1,1,-9,0,2,1,-4,-4,4
Cn1cc(C(=O)O)c(-c2ccc3c(c2)OCCCO3)n1,-4,20,4,-10,-6,-3,-3,18
CCc1cccc(C)c1NC(=O)COC(=O)c1c2c(nc3ccccc13)/C(=C\c1cccs1)CCC2,-2,17,-14,27,10,46*,6,12
COC(=O)C1CCN(c2cc(=O)n(Cc3ccc(F)cc3)c(=O)[nH]2)CC1,-4,-2,1,-4,-1,-2,5,11
CCCn1c(N)c(C(=O)NS(=O)(=O)c2ccc(C)cc2)c(=O)n(C)c1=O,-2,5,-8,2,2,-10,-6,-11
CCc1ccc(CNC(=O)C2CC(=O)N(CCc3ccc(C)cc3)C2)cc1 (configuration not stated),-5,15,6,2,21,9,13,-1
COc1cc2c(cc1OC)C(c1ccccc1N)=NCC2,-4,5,-23,7,10,-4,5,7
COC(=O)c1ccc(Cn2ccc(=O)[nH]c2=O)cc1,.,-2,.,12,-10,-9,2,.
Cc1ccc(C)c(NC(=O)CCNS(=O)(=O)c2ccc3[nH]c(=O)oc3c2)c1,4,-1,-7,-10,-11,-6,3,-16
CCOC(=O)N1CCC(NC(=O)COc2cc(=O)n(C)c3ccccc23)CC1,-3,9,-2,5,-9,-16,-2,-10
CCC1(c2ccc(F)cc2)NC(=O)N(CC(=O)Nc2ccc3c(c2)OCCO3)C1=O (configuration not stated),-1,-4,3,-2,-1,-6,1,18
COC(=O)c1[nH]c(C)c(/C(O)=C2\C(=O)C(=O)N(CCN(C)C)C2c2ccccc2OC)c1C (configuration not stated),-4,-6,-11,-11,8,5,4,20
COCC1CCCCN1C(=O)c1ccc(OC2CCN(Cc3ccccn3)CC2)cc1 (configuration not stated),-2,-7,8,3,6,-3,-1,-8
# More results follow.
SMILES,APJ ag,CCR6 antagonist,UBC13 polyUb,Gli-Sufu block,EBI2 antag,ATG4B inh,CXCR6 block,APJ antagonist
O=C(COc1coc(CN2CCN(c3ccccc3)CC2)cc1=O)NCC1CCCO1 (configuration not stated),-2,-8,-11,-7,1,2,9,-6
Cc1ccccc1/C=C/c1nc2ccccc2c(=O)[nH]1,-3,-2,2,-81,0,-7,-3,-12
COc1ccc2oc(C(=O)OCC(=O)N3CCC(C)CC3)c(C)c2c1,-1,0,8,-2,3,-4,7,12
Cc1ccc(OCC(=O)NNC(=O)c2ccc(-n3cncn3)c([N+](=O)[O-])c2)cc1,-3,3,-2,-4,-10,-3,0,-11
O=C(COC(=O)C12CC3CC(CC(Br)(C3)C1)C2)Nc1c(F)cccc1F,-1,9,8,4,-6,-3,-8,0
Cc1ccc(CN2CCN(Cc3cnn(-c4ccc(F)cc4)c3)CC2CCO)o1 (configuration not stated),-5,-7,-1,20,5,-5,-1,-3

# Compounds shown so far that contain bromine (3):
SMILES,APJ ag,CCR6 antagonist,UBC13 polyUb,Gli-Sufu block,EBI2 antag,ATG4B inh,CXCR6 block,APJ antagonist
O=c1c2ccccc2c(-c2ccc(Br)cc2)nn1Cc1ccccc1,-3,20,-5,4,-11,8,6,-3
O=C(Cn1c(=O)oc2ccccc21)Nc1nc(-c2ccc(Br)cc2)cs1,6,8,-13,0,-3,40,9,-6
O=C(COC(=O)C12CC3CC(CC(Br)(C3)C1)C2)Nc1c(F)cccc1F,-1,9,8,4,-6,-3,-8,0

# An unsorted share of the library; overall some 3% were active at least once.
